Assay outcomes from PubChem.
M1 antag: antagonists of rat M1 muscarinic receptor. CHO-M1 cells, Fluo-4 calcium, ACh EC80 antagonist mode; active compounds read low. B-score at 10 µM. 64,000 compounds, 3.4% hits. AID 628;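 active = calcium fluorescence response, raw or row-and-column corrected B-score, differing from the plate sample mean either way at a set confidence level, mostly lower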
Target sequence (P08482 whole entry, looked up): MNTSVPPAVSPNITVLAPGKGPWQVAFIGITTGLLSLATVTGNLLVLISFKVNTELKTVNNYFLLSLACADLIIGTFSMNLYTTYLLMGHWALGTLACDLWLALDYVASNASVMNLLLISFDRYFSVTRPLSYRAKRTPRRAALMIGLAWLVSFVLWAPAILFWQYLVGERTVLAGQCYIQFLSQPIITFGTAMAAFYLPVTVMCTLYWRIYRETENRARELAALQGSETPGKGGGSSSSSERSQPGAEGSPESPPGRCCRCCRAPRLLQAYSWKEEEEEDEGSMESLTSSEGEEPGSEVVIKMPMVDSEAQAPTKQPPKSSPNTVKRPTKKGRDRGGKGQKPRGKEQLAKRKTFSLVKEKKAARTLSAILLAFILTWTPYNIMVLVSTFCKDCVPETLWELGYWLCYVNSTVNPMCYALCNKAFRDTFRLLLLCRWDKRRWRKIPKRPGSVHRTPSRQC
S1P1 ag-PAM: agonists and agonism potentiators of human S1P1 receptor | P21453 | S1P1 CRE-bla cells, forskolin, beta-lactamase FRET, potentiator mode; S1P1 agonist co-added at EC20, 2 nM; 100% = saturating reference agonist, 0% = basal | activation, % at 9.5 µM | 56,000 compounds, 0.57% hits | AID 449;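 active = activation above a cutoff set at the mean activation of all tested compounds plus 3 SD, cut at about 54% in these data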;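 also: forskolin at 4 µM as EC80 and the EC20 agonist is SEW2871; 100% = SEW2871 at its EC100 plus forskolin at EC80; some compounds past the cut are filed as inactive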
Target sequence (P21453 whole entry, looked up): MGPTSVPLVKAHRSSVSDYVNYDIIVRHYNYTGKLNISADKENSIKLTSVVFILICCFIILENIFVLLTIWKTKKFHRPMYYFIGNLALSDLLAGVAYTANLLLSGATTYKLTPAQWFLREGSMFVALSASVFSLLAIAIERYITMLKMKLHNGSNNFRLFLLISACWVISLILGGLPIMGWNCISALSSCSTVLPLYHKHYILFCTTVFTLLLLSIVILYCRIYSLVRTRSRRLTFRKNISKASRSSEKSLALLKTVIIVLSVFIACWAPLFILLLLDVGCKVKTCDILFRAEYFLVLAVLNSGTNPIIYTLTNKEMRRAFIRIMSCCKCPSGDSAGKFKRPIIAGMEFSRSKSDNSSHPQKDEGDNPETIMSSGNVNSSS
5HT1a antag: blocks the human serotonin 5-HT1a receptor; CHO 5-HT1a Ga15 NFAT-bla reporter, antagonist mode; inhibition, % at 10 µM; 62,000 compounds, 0.68% hits; AID 612;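 active = inhibition above the mean of all tested compounds plus 3 SD, cut at about 43% in these data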;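 also: receptor stimulated by 5-CT agonist at 100 nM near EC80; beta-lactamase reporter measured by ratiometric fluorescence of a cleavable substrate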
HTR1A agonist: activates the human 5-HT1a serotonin receptor | P08908 | CHO 5-HT1a Ga15 NFAT-bla reporter, FRET ratio; 0% basal, 100% maximal reference agonist | activation, % at 10 µM | 65,000 compounds, 0.56% hits;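 active = activation above the screen-wide mean activation plus 3 SD, cut at about 19% in these data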;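 also: 0% = DMSO wells and 100% = 5-CT at EC100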
HTR1E agonist: agonists of human 5-HT1E serotonin receptor; 65,000 compounds, 0.69% hits; CHO 5-HT1E Ga15 NFAT-bla reporter, FRET; 0% DMSO wells, 100% control agonist wells; activation, % at 6 µM; P28566;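 active = activation above a set limit, the screen-wide mean activation plus 3 SD, cut at about 8.5% in these data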;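 also: 100% = positive control agonist at 1 µM giving full maximal response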
M1 ag: agonists of M1 muscarinic receptor. CHO-M1 cells, Fluo-4 calcium fluorescence, agonist mode; active compounds read high. B-score at 10 µM. 64,000 compounds, 3% hits. AID 626;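 active = fluorescence rise, raw or as B-score row- and column-corrected plate score, outside the 99.7% band of its plate's samples, either direction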
S1P3 agonist: agonists of human S1P3 receptor | activation, % at 4.5 µM | Q99500 | 60,000 compounds, 0.1% hits | S1P3 NFAT-BLA reporter cells, agonism, FRET ratio; relative to 1 µM S1P, basal subtracted;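 active = activation above the screen-wide mean plus 3 SD, cut at about 4.5% in these data, passing the limit was not always enough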; also: some compounds called inactive have numbers as strong as hits
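material = human S1P3 NFAT-BLA reporter CHO cells | schedule = 4 h compound at 37 °C, 2 h substrate at RT | measured by = fluorescent BLA substrate, ex 405 nm, em 460/535 nm ratio | controls = 1 µM S1P reference | replication = primary once, confirmation triplicate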
HTR1E antagonist: blocks the human 5-HT1E serotonin receptor; P28566; CHO 5-HT1E Ga15 NFAT-bla reporter, FRET, antagonist; inhibition, % at 6 µM; 65,000 compounds, 0.99% hits; AID 571;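 active = inhibition above a set limit, the mean inhibition across every tested compound plus 3 SD, cut at about 29% in these data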;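 also: signal is the 460 over 535 nm emission ratio of beta-lactamase substrate; 0% = agonist plus DMSO wells and 100% = wells without agonist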
Jurkat tox 60K: reduces viability or proliferation of Jurkat cells; Jurkat E6.1 viability, ATP luminescence, 48 h; inhibition, % at 4 µM; 56,000 compounds, 1.2% hits; AID 463;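 active = inhibition above the mean inhibition of all tested compounds plus 3 SD, cut at about 28% in these data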
* = called active by the depositor; x = not tested or not shown.

| mol | M1 antag | HTR1E antagonist | Jurkat tox 60K | HTR1E agonist | HTR1A agonist | S1P3 agonist | 5HT1a antag | S1P1 ag-PAM | M1 ag |
| --- | --- | --- | --- | --- | --- | --- | --- | --- | --- |
| Cc1ccc(S(=O)(=O)O)c(C)c1N1CCCC1=O | -0.0198 | 0.9 | -9.4 | 0.2 | 2.1 | 0.2 | -7.0 | 5.0 | -0.0187 |
| COc1cccc(-c2nc(CS(=O)(=O)CC(=O)NCc3ccc(Cl)cc3)c(C)o2)c1 | 0.314 | -3.0 | -12.8 | -1.3 | 1.0 | -0.7 | 27.1 | -8.5 | -0.0358 |
| CN(C(=O)c1cccnc1)c1nnc(-c2ccccn2)s1 | -0.227 | -5.6 | 0.6 | 0.2 | 0.0 | -0.1 | 3.9 | -2.6 | -1.02 |
| O=C(c1nsnc1-c1ccccc1O)N1CCCCC1 | 0.624 | 17.2 | x | 0.2 | 1.9 | -4.9 | x | 1.1 | 0.8 |
| Cc1ccccc1C(=O)N1CCCN(C(=O)c2ccccc2C)CC1 | 0.156 | 7.6 | 2.7 | -1.4 | -1.5 | -1.0 | 11.2 | 14.0 | 0.263 |
| CCNc1nc(Oc2ccc(C(=O)OC)cc2)nc(SC)n1 | -0.0389 | 4.7 | 0.0 | 0.7 | -1.1 | -1.1 | -4.5 | -6.2 | -0.77 |
| Cc1cc(Br)ccc1OCc1nc(-c2cccnc2)no1 | 0.0238 | -4.0 | 0.3 | -0.8 | 1.0 | -0.6 | 7.2 | x | -0.00467 |
| CC(=O)c1cc(C#N)c(SCC(=O)OC(C)(C)C)nc1C | 0.0098 | 9.2 | 3.1 | 0.1 | -0.7 | -1.1 | -13.5 | -4.3 | -0.721 |
| CCSCc1nnc(SCC(=O)Nc2nc3ccccc3s2)n1C | 0.385 | -5.8 | -2.9 | 0.4 | 2.6 | -0.5 | -7.0 | x | 0.508 |
| CCOC(=O)c1sc(N)c(C#N)c1COC(=O)CNC(=O)c1ccccc1 | -1.72 | -3.7 | 8.7 | -0.6 | -3.1 | -1.1 | 2.6 | -10.2 | 1.38 |
| Cc1ccc(S(=O)(=O)N(CC(=O)N2CCOCC2)C2CCCCC2)cc1 | 1.42 | -7.3 | x | 0.2 | -2.6 | x | -1.6 | x | -1.2 |
| Cc1cc(C)c2nc(C(F)(F)F)nc(N3CCN(C(=O)c4ccco4)CC3)c2c1 | -0.2 | -10.7 | -3.4 | 1.2 | 1.1 | 0.1 | 5.0 | 14.6 | -0.0783 |
| c1ccc(-n2c(-c3ccco3)nnc2N2CCOCC2)cc1 | -0.223 | 3.0 | -0.4 | -0.3 | -1.1 | -0.5 | 6.1 | -1.8 | 0.0895 |
| Cc1ccc(N(CC(O)CN(C)C)S(=O)(=O)c2ccccc2)cc1 (configuration not stated) | 0.513 | 1.2 | x | 0.1 | -2.1 | -1.1 | x | -17.3 | -0.0974 |
| CS(=O)(=O)c1ccc(N2CCOCC2)c(S(C)(=O)=O)c1 | 0.514 | 4.0 | -3.9 | -0.5 | -0.1 | -1.0 | -0.1 | -9.9 | -0.274 |
| O=C1N=C(N2CCOCC2)SC1=C1CCCCC1 | -1.15 | 3.5 | -1.6 | -0.9 | -3.3 | -0.8 | 3.0 | -17.3 | 1.16 |
| O=C(O)CCc1nnc2n(Cc3ccc(F)cc3)c(=O)c3ccccc3n12 | 0.00275 | -6.0 | -1.6 | -0.6 | -2.5 | 1.7 | -14.8 | -12.0 | 0.0988 |
| Cc1oc2c(c1C(=O)NC(Cc1c[nH]c3ccccc13)C(=O)O)CCCC2 (configuration not stated) | -0.00477 | -1.4 | -1.9 | 0.2 | -2.0 | -0.5 | -2.3 | -27.8 | 0.515 |
| COc1cccc(-n2c(Cc3cc(=O)[nH]c(=O)[nH]3)nnc2SCC(=O)N2CCC(C)CC2)c1 | 0.359 | 5.7 | -9.3 | -0.4 | -3.2 | 0.1 | -8.5 | -29.2 | -0.43 |
| O=C1C=C(O)CC(c2ccc(Cl)cc2)C1 (configuration not stated) | -0.246 | -9.6 | x | 0.3 | -1.9 | x | -5.2 | x | -1.05 |
| COCc1[nH]nc2c1C1(CCC3(CC1)OCCO3)C(C#N)=C(N)O2 | -0.38 | -0.3 | 0.9 | -0.9 | -1.5 | -0.6 | 1.7 | 0.8 | -0.0651 |
| O=C(C1CC(=O)N(C2CCCC2)C1)N1CCN(c2ccc(F)cc2)CC1 (configuration not stated) | -0.025 | 15.5 | -15.2 | -1.5 | -0.7 | -0.4 | -3.0 | -2.1 | -0.551 |
| CCN(C(=O)CSc1nnc(-c2ccccc2Cl)n1C1CCCC1)C1CCS(=O)(=O)C1 (configuration not stated) | -0.441 | -1.2 | 4.3 | -0.2 | -0.7 | 0.2 | 11.2 | 28.8 | 0.0264 |
| O=C(CSc1nc(Nc2ccccc2)nc(N2CCOCC2)n1)Nc1ccc2c(c1)OCCO2 | 0 | 11.6 | 11.4 | 1.5 | 5.3 | -0.4 | -0.8 | -21.5 | 0.0122 |
| O=S(=O)(c1cccc(-c2nn3c(-c4ccncc4)nnc3s2)c1)N1CCOCC1 | -0.00879 | 5.9 | 4.7 | -0.3 | -2.5 | 0.2 | -7.3 | 28.3 | -0.118 |
| O=S(=O)(c1ccccc1)N1CCN(CC(O)COc2ccc3c(c2)CCC3)CC1 (configuration not stated) | -0.308 | 1.8 | 0.1 | 0.1 | 0.4 | -0.4 | -4.1 | x | 1.04 |
| O=C(CSc1nnc(CNC(=O)c2cccs2)o1)Nc1cccc(C(F)(F)F)c1 | -0.165 | -3.5 | x | -0.3 | 0.8 | x | -9.5 | x | -0.193 |
| CC(C)CCn1c(N2CCN(Cc3ccccc3)CC2)nc2c1c(=O)[nH]c(=O)n2C | 0.105 | -5.2 | 0.8 | 0.6 | -1.7 | -0.5 | -17.4 | -13.7 | 0.644 |
| CCOc1ccccc1N1CCN(S(=O)(=O)c2ccc(F)c(F)c2)CC1 | -0.662 | -6.5 | 6.3 | -0.6 | -3.3 | 0.0 | 1.5 | -6.5 | 1.54 |
| O=C(Nc1ccc(NC(=O)C2CC2)nc1)c1cccc(F)c1 | 0.767 | -1.4 | 7.0 | -0.3 | -3.7 | -0.8 | -1.4 | -16.4 | -0.999 |
| CCC(=O)N1CCc2cc(Br)cc(S(=O)(=O)NCc3ccco3)c21 | 0.118 | 6.6 | x | -1.0 | -0.6 | x | 3.9 | x | -1.63 |
| Cc1cccc(-n2c(O)c(C=NCCCN3CCOCC3)c3ccccc3c2=O)c1 | -0.15 | 10.2 | -1.2 | -1.7 | 1.5 | -1.0 | 5.6 | -11.3 | -0.479 |
| O=C(Nc1ccon1)c1ccccc1Cl | 0.203 | 5.8 | 9.4 | -0.5 | -0.8 | -1.4 | -5.5 | -2.6 | 0.315 |
| c1csc(CSc2nnc3sc4ccccc4n23)c1 | -0.415 | 6.0 | 0.9 | 0.7 | -0.6 | -1.2 | 3.2 | -4.0 | -0.321 |
| NC(=O)c1cccc2c1C(=O)N(C1CCCCC1)C2 | -0.312 | 3.1 | -7.5 | 0.6 | -1.8 | -0.6 | -5.5 | -14.3 | 1.04 |
| C=CCn1c(SCC(=O)Nc2ccccc2OC)nnc1-c1ccccn1 | 0.449 | 17.2 | 5.6 | -0.6 | 0.8 | 0.5 | 2.8 | 11.4 | 0.493 |
| CCN(CC)CCOC(=O)C1(c2ccccc2)CCOCC1 | -14.8* | -2.0 | 2.3 | -1.0 | -2.4 | -0.4 | -0.2 | -21.1 | -0.94 |
| Cc1ccc(-c2nnc(N3CCCCC3)c3ccccc23)cc1S(=O)(=O)N1CCN(C)CC1 | -0.439 | 30.6* | -0.2 | -0.9 | 3.2 | -1.1 | 4.4 | -2.4 | 2.09 |
| Cn1c(=O)n(C)c2cc(CNc3ccc(N4CCOCC4)c(C(=O)O)c3)ccc21 | -0.0793 | -3.9 | -0.4 | -0.1 | -4.1 | 0.1 | 0.2 | -7.1 | -0.397 |
| O=C(Nc1sc2c(c1C(=O)NCc1cccnc1)CCCC2)c1ccco1 | -0.512 | 6.8 | 10.9 | 0.6 | 0.7 | -0.1 | -4.1 | x | -0.576 |
| CN1CCN(/C=C2\SC(=S)NC2=O)CC1 | 0.322 | 3.2 | -2.4 | 0.0 | -0.2 | 0.3 | 1.7 | -6.5 | -0.836 |
| Cc1nn(C)c(C)c1S(=O)(=O)N(CC(=O)NCc1cccs1)c1ccc(C(C)C)cc1 | 0.803 | -16.1 | -6.7 | 0.6 | 2.1 | 0.9 | -0.3 | -10.7 | -0.962 |
| O=C(NCc1ccc2c(c1)OCO2)c1ccc(C2SCC(=O)N2Cc2ccco2)cc1 (configuration not stated) | -1.84 | 14.4 | 12.7 | -1.3 | -2.4 | -1.0 | 25.9 | 28.1 | -0.806 |
| COc1ccccc1N1CC(C(=O)Nc2cccc(C(=O)O)c2)CC1=O (configuration not stated) | -0.474 | 3.0 | -5.2 | 0.9 | -0.5 | 0.2 | -14.0 | 7.3 | -0.335 |
| CCCn1c(SCC(=O)N2CCCc3ccccc32)nc2c1c(=O)n(C)c(=O)n2C | 0.395 | -2.3 | 13.0 | 1.0 | -1.8 | -0.3 | -12.0 | -51.9 | 1.88 |
| COc1c(Cl)ccc(Cl)c1C(=O)OCC(=O)O | x | 12.9 | -3.7 | -0.3 | -0.2 | -0.6 | -5.6 | -8.2 | x |
| COc1ccc(C2C(=O)N(C3CCCCC3)CC(=O)N2C2CCCC2)cc1 (configuration not stated) | -0.138 | -4.4 | x | -0.8 | 0.6 | x | 10.1 | x | -0.0162 |
| CCCC(=O)Nc1ccc(C(=O)NCC(=O)OCC)cc1 | 0.645 | 12.9 | -1.0 | -0.3 | 6.5 | -0.8 | 6.9 | 10.4 | -0.105 |
| CCOc1ccc(C(CC(=O)O)NC(=O)c2ccco2)cc1OC (configuration not stated) | 0.647 | -11.1 | -13.2 | 1.0 | -2.4 | -0.1 | -8.6 | 26.0 | -0.611 |
| O=C(c1cc(-c2ccccc2)nc2ccccc12)N1CCOCC1 | -0.198 | -8.2 | 1.5 | -0.2 | -0.8 | -1.2 | 9.8 | -8.2 | 0.255 |

Other structures follow:
| mol | M1 antag | HTR1E antagonist | Jurkat tox 60K | HTR1E agonist | HTR1A agonist | S1P3 agonist | 5HT1a antag | S1P1 ag-PAM | M1 ag |
| --- | --- | --- | --- | --- | --- | --- | --- | --- | --- |
| O=C(Nc1ccccc1)N(CCCN1CCOCC1)Cc1cccs1 | -0.312 | -16.6 | 0.8 | 0.8 | -1.7 | -0.4 | -5.1 | -2.3 | 0.558 |
| O=C1c2ccccc2C(=O)N1CCCCSc1nnc(-c2ccc(OC(F)F)cc2)o1 | -0.00282 | -9.4 | -3.7 | 0.8 | 5.4 | -0.2 | -8.2 | -2.0 | 0.585 |
| CNC(=O)/C(=N\O)c1ccccc1 | -0.822 | 6.4 | 2.7 | 0.9 | -1.7 | -0.7 | 6.3 | 14.8 | 1.57 |
| O=C(Cc1cccs1)N1CCCC(c2nc3c(nnn3Cc3ccc(F)cc3)c(=O)[nH]2)C1 (configuration not stated) | -0.277 | 5.3 | -1.1 | -0.3 | -0.7 | -0.6 | -6.4 | 13.1 | -0.238 |
| COc1ccccc1S(=O)Cc1ccc(C(=O)NCCc2ccc(Cl)cc2)o1 (configuration not stated) | -3.15* | 1.2 | -5.2 | 0.6 | 0.1 | 0.7 | 10.1 | 3.7 | 2.44 |
| COCCCNC(=O)c1ccc(N2CCCC2)c(NS(=O)(=O)c2ccc(C)cc2)c1 | -1.25 | 6.1 | -1.1 | 0.2 | 0.0 | 1.3 | 15.7 | 9.6 | -0.405 |
